# UDG counter = Primary qHTS assay for inhibitors of Activation Induced Cytidine Deaminase (AID): UDG Counterscreen signal | FRET deamination/UDG coupled assay, UDG read, 4 h | Potency, µM (series often up to 115 µM), inactives show top-dose activity change, negative = inhibition, hits mostly inhibitors | 91,000 compounds, 0.14% hits; note: nearly all actives have a fitted effect of over 65% in size
# AID inhibitor = Primary qHTS assay for inhibitors of Activation Induced Cytidine Deaminase (AID): AID signal; AID deamination FRET fluorescence, UDG-coupled, 4 h; Single-stranded DNA cytosine deaminase (Homo sapiens), Q9GZX7; 91,000 compounds, 0.32% hits; Potency, µM (doses to about 115 µM), without a hit: at the highest dose activity change, negative = inhibition, actives largely listed as inhibitors; note: nearly all actives have a fitted effect of over 25% in size
# Target sequence (Q9GZX7 whole entry, looked up): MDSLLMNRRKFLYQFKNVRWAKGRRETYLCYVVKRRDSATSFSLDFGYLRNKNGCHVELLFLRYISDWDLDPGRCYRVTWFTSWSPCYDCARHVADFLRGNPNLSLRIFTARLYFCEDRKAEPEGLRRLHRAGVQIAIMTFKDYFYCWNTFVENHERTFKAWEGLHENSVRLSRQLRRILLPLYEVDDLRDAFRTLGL
# Starred values were filed as active, the others as inactive; ? = inconclusive; & = joins results of further samples; [ ] = remark or other dose. Calls come from the whole dose curve; as a rule, active = well fitted curve in the direction sought with a large enough effect; inconclusive = small, poorly fitted or top-dose-only effect, or another doubt; inactive = no such curve, though single readings can be large; an effect the other way counts as inactive or inconclusive. % is set by controls: 0 for no effect and ±100 for the full control effect; potency is the fitted concentration of half-maximal effect. A portion of the library; rates above refer to the full screens.
# Value order – UDG counter, AID inhibitor
Cc1cc2nc(/C(C#N)=C\c3ccc(OCC(C)C)cc3)[nH]c2cc1C
→ -8%, -14%
COCCCn1c(=O)c2sccc2n2c(CCCC(=O)NCc3cccc(OC)c3)nnc12
→ 10%, 7%
O=C(NCc1ccccc1Br)c1ccc2nc(N3CCCCC3)sc2c1
→ 0%, -3%
O=C(c1ccc2c(c1)N(Cc1ccccc1F)C(=O)c1ccccc1S2=O)N1CCC(Cc2ccccc2)CC1 (configuration not stated)
→ -15%, -28%
CC(C)c1ccc(NC(=O)CN2C=NS(=O)(=O)c3ccccc32)cc1
→ 9%, -3%
COc1cc(-c2csc(NC3CC3)n2)cc(OC)c1OC
→ -4%, -1%
Cc1ccc(-c2ccc(=O)n(CC(=O)NC(C)c3ccccc3)n2)cc1 (configuration not stated)
→ ?, -29%
CCN(CC)C1=NC(=O)C(CC(=O)Nc2cccc(C(=O)NCCc3ccccc3OC)c2)S1 (configuration not stated)
→ 0%, 0%
COc1cc(OC)c(NC(=O)C2=C(C)C(=O)OC23CCCCC3)cc1Cl
→ -3%, 20%
CC(C)Cn1c(SC(C)C(N)=O)nnc1-c1ccco1 (configuration not stated)
→ 1%, -2%
O=C(c1ccc(F)cc1)n1nc(-c2ccccc2)nc1NCc1ccco1
→ 9%, -9%
CCOc1ccc(CCNC(=O)C2Cc3ccccc3N2C(=O)CC)cc1 (configuration not stated)
→ 32%[activator], -10%
Cc1cccc(C(=O)OC(C)C(=O)NC(=O)NC2CCCCC2)c1O (configuration not stated)
→ -11%, -5%
Fc1c(F)c(C(F)(F)F)c(F)c(F)c1N/N=C/c1ccc(Cl)cc1Cl
→ -9%, -6%
c1ccc2c(c1)OCCOCCOCCOc1ccccc1OCCO2
→ -4%, -8%
CC(=O)NCCNC(=O)c1cc(C)nc2ccc(C)cc12
→ -16%, -20%
Cc1ccc(-c2nc(NC(=O)CSc3ncnc4sc5c(c34)CCC(C)C5)ns2)cc1 (configuration not stated)
→ -6%, 9%
CCCCCCC(C)NC(=O)N1CCN(c2ncc(C(F)(F)F)cc2Cl)CC1 (configuration not stated)
→ 3%, -4%
Cc1ccc2c(c1)-c1cc(C)nn1C(c1cc(Br)ccc1O)N2 (configuration not stated)
→ -12%[57.5 µM], 11%[57.5 µM]
N#Cc1ccccc1OCC(=O)NC1(C#N)CCCC1
→ 10%, 8%

# Whole records, quoted from the list. Order of screens: UDG counter	AID inhibitor
# Record of `Cc1cc2nc(/C(C#N)=C\c3ccc(OCC(C)C)cc3)[nH]c2cc1C` = -8%	-14%
# Record of `Cc1ccc2c(c1)-c1cc(C)nn1C(c1cc(Br)ccc1O)N2` (configuration not stated) = -12%[57.5 µM]	11%[57.5 µM]

# The listing continues:
# Value order – UDG counter, AID inhibitor
COC(=O)c1sc(S(=O)(=O)Nc2cccc(Cl)c2Cl)c(C(=O)OC)c1C
→ 4%, -23%
CCC(=O)N1CCc2cc(Br)cc(S(=O)(=O)CCC(=O)N3CCN(c4cccc(C(F)(F)F)c4)CC3)c21
→ -13%, 10%
COc1ccc(CCNC(=O)c2ccc3c(c2)CCN3S(C)(=O)=O)cc1OC
→ 7%, 1%
Cc1ccc(S(=O)(=O)C(CNC(=O)C(=O)NCCc2ccccc2)c2ccco2)cc1 (configuration not stated)
→ 0%, 2%
Cc1c(C(=O)NCC(c2ccccc2)N(C)C)oc2ccc(F)cc12 (configuration not stated)
→ -11%, -8%
CCCc1ccc(NC(=O)Cc2n[nH]c(=O)c3ccccc23)cc1
→ -2%, 2%
CCn1c(CC(=O)Nc2ccccc2F)nnc1SCC(=O)Nc1ccccc1F
→ -7%, -6%
Cc1ccc(NC(=O)c2ccc3c(c2)NC(=O)c2ccccc2S3)cc1
→ 0%, 11%
O=c1c(N2CCN(c3ccc(F)cc3)CC2)csc2ccc(F)cc12
→ 3%, 12%
O=C(NCCc1csc(-c2ccc(C(F)(F)F)cc2)n1)c1ccccc1Cl
→ -4%[57.5 µM], -30%
CC(C(=O)NC1(C#N)CCCCC1)N(C)Cc1ccc(C(F)(F)F)cc1 (configuration not stated)
→ 4%, -4%
O=[N+]([O-])c1cc(S(=O)(=O)Nc2cccc(Cl)c2)ccc1N/N=C/c1ccccc1C(F)(F)F
→ -16%, -10%
CC1(/[N+]([O-])=C/c2ccco2)CCCCC1=O (configuration not stated)
→ 1%, 4%
Cc1[nH]c2ccc(F)cc2c1C=O
→ 2%, 43%[activator]
Nc1cccc2ccc(C(=O)O)nc12
→ ?, -26%
O=Cc1ccc(-c2ccc(Br)cc2Cl)o1
→ 5%, 0%
CC1C(c2ccc(F)cc2)=[N+]([O-])C(C)(c2ccc(Br)cc2)N1O (configuration not stated)
→ -9%, -5%
O=C(c1sc2cc(Cl)ccc2c1Cl)N(Cc1ccccc1)C1CCS(=O)(=O)C1 (configuration not stated)
→ -3%, -21%
COC(=O)C1=C(CS(=O)(=O)c2ccc(C(C)(C)C)cc2)NC(=O)NC1c1ccc(O)cc1 (configuration not stated)
→ -6%, -13%
Cc1ccc(NC(=O)Cc2csc(C)n2)c(C)c1
→ 0%[57.5 µM], 14%
CCOc1ccc(CNc2cc(C)nc3nc(-c4cccc(C)c4)nn23)cc1OC
→ -21%, ?
Cc1ccc(S(=O)(=O)CC(=O)c2ccc(Cl)cc2)cc1
→ -7%, -10%
CC(C)(C)OC(=O)N1CCC(c2c(C(=O)NC3CCCCC3)cnn2-c2cccc(Cl)c2)CC1
→ 5%, -17%
CCCCNC(=O)CCCN1C(=O)c2ccccc2Sc2ncccc21
→ 1%, 27%
O=C(Cn1c(=O)c2cc(Cl)ccc2n2nncc12)Nc1ccccc1
→ -10%, 16%
O=C(COC(=O)c1nn(-c2ccccc2)c(=O)c2ccccc12)NC12CC3CC(CC(C3)C1)C2
→ 8%, ?
O=C(Cc1ccccc1)Nc1sc2c(c1C(=O)Nc1cccc(Cl)c1)CCCCC2
→ -11%, 0%
CCC(=O)NC1CC(=O)N(c2ccc3c(c2)OCCO3)C1 (configuration not stated)
→ -7%, -7%
Cc1c(C(=O)N(Cc2ccc(N(C)C)cc2)Cc2ccco2)oc2cc(Br)ccc12
→ -13%, -17%
CCN(CC)C(=S)Nc1ccc(C(=O)O)cc1
→ -3%, 14%
CC1=C(c2ccc(C(C)C)cc2)S(=O)(=O)N=C1N1CCC(C(=O)NCc2ccc(C)o2)CC1
→ 19%, -4%
Cc1ccc(NS(=O)(=O)c2ccc(NC(=O)N3CCCC3)cc2)cc1C
→ 9%[57.5 µM], 52%[activator][57.5 µM]
O=C(CNC(=O)c1ccc2c(c1)OCO2)Nc1ccc2c(c1)-c1ccccc1C2
→ 3%, -5%
O=C(CCC1CCCCC1)Nc1cccc(F)c1
→ 0%, -10%
COc1cc(C)ccc1OC(=O)C(C)Oc1ccc(Br)cc1 (configuration not stated)
→ 2%, -7%
FC(F)(F)c1cc(-c2cccs2)nc(NC2CCCCC2)n1
→ -11%, -14%
Cc1ccc(CC(C#N)Sc2nnc(COc3ccccc3Cl)n2C)cc1 (configuration not stated)
→ -5%, -16%
O=C(CSc1nnc(-c2ccccc2)c(-c2ccccc2)n1)NC1CCCCC1
→ -11%, 13%
CN(C)C(=O)c1ccc(NC(=O)COC(=O)c2cc3ccccc3o2)cc1
→ 3%, -6%
Cn1c(COc2ccc(C(C)(C)C)cc2)nnc1SCc1csc(-c2ccc(F)cc2)n1
→ -7%, -15%

# (continued)
SMILES,UDG counter,AID inhibitor
CC(=O)c1cccc(NC(=O)CCCN2C(=O)COc3ccc(C)cc32)c1,-9%,53%[activator]
Cc1ccc(CNC(=O)C(=O)NCC(c2cccnc2)N2CCN(c3ccc(F)cc3)CC2)cc1 (configuration not stated),1%,-17%
CCOc1ccc(CNC(=O)Cn2cc3c(n2)-c2c(oc(C(=O)N4CCOCC4)c2C)CC3)cc1,-13%,150%[activator]
Cc1ccc(S(=O)(=O)Nc2nc3ccccc3nc2NCc2ccc(Cl)cc2)cc1,-23%,-16%
Cc1ccc(S(=O)(=O)c2c(O)cc(C)c(NS(=O)(=O)c3ccc(Cl)cc3)c2C)cc1,-8%,-7%
Cn1c(=O)c2c(nc(NCCCCO)n2Cc2ccccc2Cl)n(C)c1=O,-9%[57.5 µM],17%[57.5 µM]
COCCCNC(=O)CN1C(=O)COc2ccc(S(=O)(=O)N3CCCCCC3)cc21,3%,10%
CCOc1ccc(-n2c(SCc3nc(-c4ccccc4C)no3)nnc2-c2ccccc2)cc1,8%,7%
CCOc1ccccc1NC(=O)CSc1nnc2[nH]c(=O)cc(-c3ccccc3)n12,2%,-11%
Clc1cc(Cn2nnc(-c3ccccc3)n2)cc2c1OCCCO2,-5%,-18%
CC(=O)c1ccc(NC(=O)NCCc2c[nH]c3ccccc23)cc1,-5%&-11%,-13%&-9%
CCC1CCc2c(sc(NC(=O)C(C)C)c2C#N)C1 (configuration not stated),-8%,-1%
Cc1cc(=O)oc2c(C)c(OC(C)C(=O)NCCc3ccc(S(N)(=O)=O)cc3)ccc12 (configuration not stated),-1%,-11%
Cc1ccc(NC(=O)C(C#N)C(=O)CC(C)C)cc1 (configuration not stated),-1%,-12%
NNc1cc(N2CCN(c3ccccc3)CC2)ncn1,-6%,-8%
COc1ccc(-c2nc(C#N)c(NCCN(C)C)o2)cc1OC,-2%,4%
CC(Oc1ccc(-n2cnnn2)cc1)C(=O)Nc1ccccc1Sc1ccccc1 (configuration not stated),-19%,-22%
COc1ccc(CCNC(=O)CCCn2c(=O)c3ccccc3n(Cc3ccc(F)cc3Cl)c2=O)cc1OC,2%,27%
COc1cc(F)ccc1NC(=O)Cc1nn(C)c(=O)c2ccccc12,4%,-4%
CC(=O)c1ccc(NC(=O)c2cnc(N3CCCC3)nc2C)cc1,8%,-1%
Clc1ccc(Oc2ccc3nnnn3n2)c(Br)c1,-4%,-1%
Cc1ccc(NS(=O)(=O)c2cc(-c3cc(C)no3)ccc2C)c(Cl)c1,?,-10%
CC(=O)c1cc(-c2ccccc2)n(CC(=O)Nc2ccc(C)cc2C)c1C,?,9%
Cc1ccc(OCc2ccccc2C(=O)O)cc1,5%,0%
COc1cccc2cc(-c3nc(Cl)c4c5c(sc4n3)CC(C)CC5)c(=O)oc12 (configuration not stated),-12%,-28%
CC(C)CCn1nc(C(=O)OCC(=O)NC23CC4CC(CC(C4)C2)C3)c2ccccc2c1=O,-5%,-7%
Cc1ccc(NC(=O)/C=C/c2cccs2)cc1,-1%,-6%
CN(CC(=O)NC1CCCCNC1=O)Cc1ccc(Br)cc1 (configuration not stated),8%,-6%
CCCc1cc(=O)n2[nH]c(NCc3ccc(CC)cc3)nc2n1,-9%,-1%

# By substructure, those above with an aryl methoxy group.
SMILES,UDG counter,AID inhibitor
COCCCn1c(=O)c2sccc2n2c(CCCC(=O)NCc3cccc(OC)c3)nnc12,10%,7%
COc1cc(-c2csc(NC3CC3)n2)cc(OC)c1OC,-4%,-1%
CCN(CC)C1=NC(=O)C(CC(=O)Nc2cccc(C(=O)NCCc3ccccc3OC)c2)S1 (configuration not stated),0%,0%
COc1cc(OC)c(NC(=O)C2=C(C)C(=O)OC23CCCCC3)cc1Cl,-3%,20%
COc1ccc(CCNC(=O)c2ccc3c(c2)CCN3S(C)(=O)=O)cc1OC,7%,1%
CCOc1ccc(CNc2cc(C)nc3nc(-c4cccc(C)c4)nn23)cc1OC,-21%,?
COc1cc(C)ccc1OC(=O)C(C)Oc1ccc(Br)cc1 (configuration not stated),2%,-7%
COc1ccc(-c2nc(C#N)c(NCCN(C)C)o2)cc1OC,-2%,4%
COc1ccc(CCNC(=O)CCCn2c(=O)c3ccccc3n(Cc3ccc(F)cc3Cl)c2=O)cc1OC,2%,27%
COc1cc(F)ccc1NC(=O)Cc1nn(C)c(=O)c2ccccc12,4%,-4%
COc1cccc2cc(-c3nc(Cl)c4c5c(sc4n3)CC(C)CC5)c(=O)oc12 (configuration not stated),-12%,-28%

# From PubChem BioAssay
